From PubChem BioAssay
FBPA Giardia inh: qHTS Assay for Inhibitors of Fructose-1,6-bisphosphate Aldolase from Giardia Lamblia | A8B2U2 | purified Giardia FBPA | AID 2451, 2010 | Potency, µM (doses to about 59.6 µM), inactives show at the top dose activity, negative = inhibition, usual class: inhibitors | actives 0.71% (n = 290,000); further: potency means the concentration at half of the fitted maximal effect; on the % scale 0 is the no-effect control and ±100 the full control effect; nearly all actives have a fitted effect of over 55% in size
Target sequence (A8B2U2 whole entry, looked up): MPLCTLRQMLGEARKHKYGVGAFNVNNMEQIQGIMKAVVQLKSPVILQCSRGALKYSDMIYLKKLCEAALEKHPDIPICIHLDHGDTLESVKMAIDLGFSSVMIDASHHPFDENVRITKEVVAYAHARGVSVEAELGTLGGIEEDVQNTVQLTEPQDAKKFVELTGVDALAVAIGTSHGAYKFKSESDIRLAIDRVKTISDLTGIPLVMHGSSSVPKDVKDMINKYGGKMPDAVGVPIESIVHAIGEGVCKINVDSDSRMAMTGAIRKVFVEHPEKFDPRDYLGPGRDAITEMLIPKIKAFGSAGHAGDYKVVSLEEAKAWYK
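Giardia FBPA (40 nM reagent) was preincubated 10 min at RT with compound (up to 57.5 uM final), then substrate plus GAPDH/TPI/NAD/arsenate coupling system with diaphorase/resazurin was added; resorufin fluorescence (525/598 nm) was read after 20 min.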
Shiga inhibitor: A qHTS for Small Molecule Inhibitors of Shiga Toxin | Vero cells, Shiga toxin protein synthesis inhibition reporter | inhibition, % at 38.7 µM | actives 9.2% (n = 290,000); in the data active means inhibition mostly above about 28%, no sharp cut-off; inactive means mostly below about 43%; further: 0% is about no effect
CHX counter: Cycloheximide Counterscreen for Small Molecule Inhibitors of Shiga Toxin. cell reporter, cycloheximide protein synthesis inhibition counterscreen. max response, %. actives 12% (n = 300,000); in the data active means max response mostly above about 13%, no sharp cut-off; inactive means mostly below about 14%; further: read at 38.3 µM for the half of the compounds with a filed dose; 0% is about no effect
Pf growth 96h: Primary qHTS for delayed death inhibitors of the malarial parasite plastid, 96 hour incubation. Potency, µM (doses to about 28.7 µM), for inactives: at the highest dose activity change, negative = inhibition, most hits filed as inhibitors. AID 504834, 2011. P. falciparum luciferase reporter growth, 96 h. actives 6.9% (n = 320,000); further: potency means the concentration at half of the fitted maximal effect; on the % scale 0 is the no-effect control and ±100 the full control effect
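Two parasite generations (96 h, 37 C, 5% CO2) of compound exposure in infected erythrocytes (0.05% parasitemia, 2% hematocrit). Luciferase-reporter P. falciparum; decreased luminescence indicates inhibited growth, aimed at apicoplast-acting delayed death.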
Sm TGR inh: qHTS Assay for the Inhibitors of Schistosoma Mansoni Peroxiredoxins; Potency, µM (highest dose often 114 µM), inactives show at the highest dose activity change, negative = inhibition, most hits filed as inhibitors; purified TGR, DTNB reduction, TNB absorbance 405 nm; AID 485364, 2010; actives 3% (n = 360,000); further: potency means the concentration at half of the fitted maximal effect; on the % scale 0 is the no-effect control and ±100 the full control effect; nearly all actives have a fitted effect of over 60% in size
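TGR 20 nM + NADPH 100 uM (dispensed conc.), cpd preinc 15 min RT; start with NADPH (500 uM addition) then DTNB (15 mM addition). Kinetic TNB absorbance, 405 nm filter. Four-parameter Hill fit across titration.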
Pf growth 48h: Primary qHTS for delayed death inhibitors of the malarial parasite plastid, 48 hour incubation. P. falciparum luciferase growth in erythrocytes, 48 h. actives 5.9% (n = 310,000). Potency, µM (doses to about 28.7 µM), for the others: at the highest dose activity change, negative = inhibition, hits mostly inhibitors. AID 504832, 2011; further: potency means the concentration at half of the fitted maximal effect; on the % scale 0 is the no-effect control and ±100 the full control effect
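A one-generation exposure of luciferase-tagged malaria parasites in RPMI 1640/Albumax erythrocyte culture, 37 C and 5% CO2. Inhibition is inferred from decreased luminescence after adding detection reagent.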
Starred values were filed as active, the others as inactive; i = inactive; ? = inconclusive; . = not tested or not shown; & = joins results of further samples; [ ] = remark or other dose. Unless noted, the call rests on the fitted dose curve; in most records, active means well fitted curve in the direction sought with a large enough effect; inconclusive means small, poorly fitted or top-dose-only effect, or another doubt; inactive means no such curve, though single readings can be large; an effect the other way counts as inactive or inconclusive. This is a random part of the collection; 24% or so of the library scored in one or more.

SMILES	FBPA Giardia inh	Shiga inhibitor	CHX counter	Pf growth 96h	Sm TGR inh	Pf growth 48h
COC(=O)C(Cc1ccccc1)NC(=S)NC(=O)c1ccccc1 (stereo not drawn)	-18%	27	12	8%	?	i
Clc1ccc(-c2nnc3ccccn23)cc1	6%	33	-2	.	0%	?
NS(=O)(=O)c1ccc(CCNC(=O)/C=C/c2ccccc2[N+](=O)[O-])cc1	-1%	-5	-2	3%	1%	-2%
Cc1cc(Br)ccc1NC(=O)C1CSC2(C)CCC(=O)N12 (stereo not drawn)	.	.	.	54%[activator]	8%	-7%
CC[n+]1oc(-c2ccccc2)cc1C	4%	2	-6	3%	-18%	?
CC(OC(=O)c1cc(Cl)ccc1[N+](=O)[O-])C(=O)NC(C)c1ccc(F)cc1 (stereo not drawn)	0%	-5	0	35%[activator]	0%	-2%
CN(C)CCCN1C(=O)CSC1c1ccccc1 (stereo not drawn)	-8%	-6	-4	?	-2%	5%
CSc1cc(-c2ccccc2)n(Cc2ccc(Cl)cc2Cl)c(=O)c1C#N	2%	-24	9	68%[activator]	1%	.
CCc1ccccc1NC(=O)Nc1cccs1	-5%	-3	5	?	-6%	-10%
Cc1cccc(Cc2c(C)nc3c(C(=O)N4CCN(Cc5ccc6c(c5)OCO6)CC4)cnn3c2C)c1	-3%	-11	-3	?	5%	?
CN(C)C(=O)COC(=O)c1ccccc1Nc1ccc(SC(F)F)cc1	-15%	89	32*	46%[activator]	-5%	67%[activator]
CC(C)Cc1nnc(NC(=O)CCC(=O)Nc2ccc(F)cc2)s1	3%	-11	-2	-3%	6%	.
O=C(c1ccc2c(c1)C(=O)N(Cc1ccco1)C2=O)N1CCOCC1	1%	-1	16	?	?	13%
CC1CCCN(C(c2cccs2)c2nnnn2Cc2ccccc2)C1 (stereo not drawn)	-15%	-8	-2	?	7%	.
O=C(Cn1cc(SCc2ccc(Cl)cc2)c2ccccc21)N1CCOCC1	-20%	32*	26*	?	1%&-8%	11%

Part of the list above in order of heavy-atom count, highest first.
SMILES	FBPA Giardia inh	Shiga inhibitor	CHX counter	Pf growth 96h	Sm TGR inh	Pf growth 48h
O=C(Cn1cc(SCc2ccc(Cl)cc2)c2ccccc21)N1CCOCC1	-20%	32*	26*	?	1%&-8%	11%
NS(=O)(=O)c1ccc(CCNC(=O)/C=C/c2ccccc2[N+](=O)[O-])cc1	-1%	-5	-2	3%	1%	-2%
CN(C)CCCN1C(=O)CSC1c1ccccc1 (stereo not drawn)	-8%	-6	-4	?	-2%	5%

Returning to the listing; the two compounds before the break are reprinted first.
SMILES	FBPA Giardia inh	Shiga inhibitor	CHX counter	Pf growth 96h	Sm TGR inh	Pf growth 48h
CC1CCCN(C(c2cccs2)c2nnnn2Cc2ccccc2)C1 (stereo not drawn)	-15%	-8	-2	?	7%	.
O=C(Cn1cc(SCc2ccc(Cl)cc2)c2ccccc21)N1CCOCC1	-20%	32*	26*	?	1%&-8%	11%
C=CCNC(=O)Cn1c(=O)c2c(ncn2CCC(C)C)n(Cc2ccccc2)c1=O	3%	25	-7	-2%	-3%	?
Cc1ccccc1OCCOC(=O)c1c(-c2ccccc2)noc1C	1%	-5	1	?	-4%	12µM*
OCCC1CN(Cc2cc3ccccc3o2)CCN1Cc1ccc(F)cc1 (stereo not drawn)	5%	-7	-3	?	-18%	-1%
Cc1ccc(NS(=O)(=O)c2cc(C(=O)N(C)C)ccc2C)cc1C	-2%	-3	-1	41%[activator]	.	-10%
Cc1nnc(SCc2ccccc2)n(N)c1=O	3%	-8	4	31%[activator]	-9%	35%[activator]
Cc1ccc(Cl)cc1N1CCN(CC(O)COCc2ccco2)CC1 (stereo not drawn)	-15%	-5	-2	12%	3%	10%
CCOc1ccc(NC(=O)CN(C)C(=O)C2CCCO2)cc1OCC (stereo not drawn)	.	.	.	34%[activator]	-13%	-6%
NCC[C@H](O)C(=O)N[C@@H]1C[C@H](N)[C@@H](O[C@H]2O[C@H](CN)[C@@H](O)[C@H](O)[C@H]2O)[C@H](O)[C@H]1O[C@H]1O[C@H](CO)[C@@H](O)[C@H](N)[C@H]1O	1%	-6	-1	-6%&-21%	-1%	-6%&-8%
CC(N=Cc1cccc(O)c1O)c1ccccc1 (stereo not drawn)	?	-21	-1	.	5.6µM*	?
COc1ccc(OC)c(S(=O)(=O)Nc2ccccc2C(=O)O)c1	12%	3	-2	?	-22%	17%
CC1(C)Cc2cccc(OCC(=O)N3CCN(c4ccc(F)cc4)CC3)c2O1	.	.	.	?	0%	12µM*
OC(COC(c1ccccc1)c1ccccc1)CN1CCc2ccccc2C1 (stereo not drawn)	1%	16	-1	?	0%	?
COC(=O)c1c(C(=O)OC)c2ccncn2c1Cl	?	-4	-2	1%[5.75 µM]	4%	.
Nc1nnc(CSCc2ccccc2Cl)s1	-4%	8	8	8%	21%	-1%
COc1ccc(NC(=O)COC(=O)CN2C(=O)C3CCCCC3C2=O)cc1OC (stereo not drawn)	.	.	.	-9%	-9%	4%
O=C(CNc1cccc2ccccc12)N/N=C/c1cccc(Oc2ccccc2)c1	?	-3	-2	?	5%	?
COc1ccc(-c2nn(CCC#N)cc2/C=N/O)cc1OC	-1%	-13	-4	-9%	2%	?
Cc1ccc(NS(=O)(=O)c2ccc3c(c2)NC(=O)CCS3)c(Cl)c1	.	-3	-1	?	-1%	4.7µM*
O=C(CCc1ccccc1)Nc1ncn[nH]1	2%	-16	2	?	0%	1%
COc1ccc(CCNCc2cccc(C(F)(F)F)c2)cc1OC	?	-10	1	39%[activator]	1%	-16%
O=C(Nc1ccc(Cl)c(S(=O)(=O)N2CCOCC2)c1)c1cn2ccccc2n1	4%	14	-3	-43%[5.75 µM]	-4%	?
CCN(CC)CCn1c2c(c(SCC(=O)Nc3nc4ccccc4s3)nc1=O)CCCC2	.	.	.	12µM*	-1%	-5%
Cc1ccc2nc(NC(=O)CCNS(=O)(=O)c3ccc(Br)s3)sc2c1	6%	67	26*	64%[activator]	9%	80%[activator]
c1ccc(CCc2nc(-c3ccccn3)no2)cc1	-2%	125*	31*	.	4%	97%[activator]
O=C(NN=C1CCC(=NNC(=O)c2ccccn2)CC1)c1ccccn1	-23%	51*	55*	2%	-1%	94%[activator]
CCOC(=O)N1CCN(C(=O)c2ccc(CS(=O)Cc3ccccc3Cl)o2)CC1 (stereo not drawn)	.	17	-3	?	?	-1%
COC(=O)/C(=C\c1cccnc1)NC(=O)c1ccc(OCc2ccccc2)cc1	.	-7	-4	?	1%	1%
CCOC(=O)c1cc(-c2ccc3c(c2)OCCO3)n[nH]1	-1%	61*	48*	53%[activator]	4%	123%[activator]
COc1ccc(NC(=S)N2CCC(c3nc4ccccc4o3)CC2)c(OC)c1	-1%	19	-1	-1%	-10%	14%
COc1ccc([N+](=O)[O-])cc1NC(=O)Cc1ccc(C)cc1	-5%	-6	5	?	-11%	0%
Cc1ccc(Cl)cc1N1CCN(S(=O)(=O)c2ccc3c(c2)NC(=O)C(C)C(=O)N3)CC1 (stereo not drawn)	11%	-7	-5	?	79µM*	-2%
CCN1C(=O)[C@H]2[C@@H](c3ccc(C)cc3)N3C(=O)N(c4ccc(C)cc4)C(=O)[C@@]3(CC)[C@H]2C1=O	.	.	.	50%[activator]	-7%	-7%
COc1ccc(/C=N/Nc2cc(N3CCOCC3)nc(C)n2)c(OC)c1	-18%	6	-2	-11%	1%	?
CCN1CCN(c2ccc(S(=O)(=O)N3CCCCC3)cc2NC(=O)CC(NC(C)=O)c2ccccc2)CC1 (stereo not drawn)	.	.	.	?	-12%	-13%
Cc1nc2sc(C(c3cccc(F)c3)N3CCN(C(=O)c4ccco4)CC3)c(O)n2n1 (stereo not drawn)	-5%	15	-1	45%[activator]	-3%	-9%
O=C(Oc1cccc(C(=S)N2CCCCC2)c1)c1ccccc1	-7%	19	3	7.4µM*	-1%	25%
COCCNC(=O)Cc1cn(C)c2ccccc12	0%	-26	-6	-11%	2%	16%
Cc1c(C(=O)C(=O)N2c3ccccc3CC2C)c2ccccc2n1C (stereo not drawn)	-22%	-6	7	?	1%	?
S=C1NC(c2ccccc2)=CC(c2ccccc2)N1 (stereo not drawn)	3%	-7	5	?	3%	10µM*
COC(=O)c1sc2cc([N+](=O)[O-])cc(SCC(C)C)c2c1N	1%	4	-4	-24%	8%	42%[activator]
Cc1c(C(=O)O)sc2nc3n(c(=O)c12)CCC(C)CC3 (stereo not drawn)	18%	1	-5	.	-3%	-25%
CN(c1cccc(NC(=O)c2ccc(CN3CCc4ccccc4C3)cc2)c1)S(C)(=O)=O	2%	-12	-2	?	-2%	?
Cc1ccc(NC(=O)c2cc3ccccc3o2)nc1	.	.	.	327%[activator]	2%	-21%
COc1ccc(-c2noc(CCC(=O)NCc3cccnc3)n2)cc1OC	2%	-9	-7	-10%	1%	-11%
COc1ccccc1C(c1nnnn1Cc1ccccc1)N1CCN(C2CCCC2)CC1 (stereo not drawn)	-13%	-4	-1	12%	-9%	?
CCCN1CCN(CCCNC(=O)c2ccc3nc(N4CCC(C)CC4)sc3c2)CC1	3%	47*	33*	?	-2%	4%
CCOC(=O)C1CCCN(C(=O)c2ccc3nc(-c4cccc(OC)c4)oc3c2)C1 (stereo not drawn)	-1%	72*	32*	?	-1%	17%
CCCC1(c2ccccc2)NC(=O)N(CC(=O)N2CC(=O)Nc3ccccc32)C1=O (stereo not drawn)	.	.	.	?	-12%	2.9µM*
Cc1ccc(C)c(NC(=O)C(C)N2C(=O)c3ccccc3C2=O)c1 (stereo not drawn)	18%	-1	-4	8%	-19%	15%
Cc1cccc(N2C(=O)C3CC3C2=O)c1 (stereo not drawn)	-1%	5	-2	43%[activator]	7%	-1%
N#CCC(=O)Nc1ccc(C(=O)OCC(=O)N(Cc2ccccc2)C2CCS(=O)(=O)C2)cc1 (stereo not drawn)	0%	-7	-1	?	7%	0%
CC(Oc1cc2oc(=O)c3c(c2cc1Cl)CCC3)C(=O)NCCN1CCOCC1 (stereo not drawn)	0%	-5	-6	20%	-11%	-11%
Cc1ccc(C)c(N2N=C(C(=O)O)CCC2=O)c1	-5%	4	-2	-9%	-12%	31%[activator]
COc1ccccc1CCNC(=O)Cc1cccs1	-1%	24	8	-9%	0%	15%
COC(=O)c1ccc(NC(=O)CSc2nnc(C)n2-c2ccccc2)cc1	-11%	12	4	-12%	1%	-4%
O=C(c1ccco1)N1CCN(C(=O)c2cc(-c3ccc(F)cc3)no2)CC1	.	17	-7	?	2%	9%
Cc1ccc(-c2nn(Cc3ccccc3)cc2/C=C/C(=O)O)cc1C	0%	-5	-4	11%	6%	.
COc1ccc(C2C(C(=O)Nc3cc(OC)c(OC)c(OC)c3)c3ccccc3C(=O)N2C)cc1OC (stereo not drawn)	2%	-12	-1	51%[activator]	6%	12µM*
COc1ccc(C(C)=O)cc1CN1C(=O)NC2(CCCCCC2)C1=O	-2%	-12	-9	.	4%	6%
CN(N)c1nc(-c2ccccc2)nnc1C(F)(F)F	-4%	-23	-2	27%	0%	20%
COc1ccc(NC(=O)CN(C)S(=O)(=O)c2ccc3c(c2)c(=O)n(C)c(=O)n3C)cc1	.	26	-4	13µM*	5%&-1%	0%
CCOC(=O)c1c[nH]c2nc(C)ccc2c1=O	-5%	38	15	31%	3%	-28%
